pAkt inh: HTS Assay for Inhibitors of Akt Phophorylation: Primary Screen; Neuro2A IGF-stimulated pAkt S473 HTRF, 20 min; stronger effect = lower value; activity change, % for hits at 50 µM; AID 651550, 2012; hit rate 0.32% among 360,000; in the data active = activity change below about -80%; inconclusive = mostly about -51% to -80%; note: % is set by controls: 0 for no effect and ±100 for the full control effect
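Neuro2A cells (4,500/well, DMEM with 0.5% FBS) were treated with compound at a single 50 µM final concentration, stimulated with 6 nM IGF for 20 min at 37 °C, and lysed. Phospho-Akt Ser473 was read by HTRF as 665/615 ratio ×10^4.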
A549 tox: Nrf2 qHTS screen for inhibitors: counterscreen for cytotoxicity; AID 504648, 2011; hit rate 0.16% among 390,000; Potency, µM (doses to about 46 µM), without a hit: top-dose activity change, negative = cytotoxicity, hits mostly inhibitors; A549 ARE-Fluc cells, CellTiter-Fluor viability, 18-24 h; note: potency is the fitted concentration of half-maximal effect; % is set by controls: 0 for no effect and ±100 for the full control effect
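A549 ARE_Fluc cells in 5% FBS OPTI-MEM were exposed to compounds in concentration-response for 18-24 h at 37 deg C. Viability was read by CellTiter-Fluor fluorescence (Ex 405/Em 525) after 30 min, before the luciferase read.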
TGFb SMAD3 inh: qHTS for Inhibitors of TGF-b; AID 588855, 2011; hit rate 1.2% among 410,000; Potency, µM (doses to about 46.1 µM), for inactives: at the top dose activity, negative = inhibition, hits mostly inhibitors; HepG2 CAGA-GFP TGF-b/SMAD3 reporter, GFP fluorescence, 18 h; TGF-beta stimulated, 500 pg/mL final; note: potency is the fitted concentration of half-maximal effect; % is set by controls: 0 for no effect and ±100 for the full control effect; nearly all actives have a fitted effect of over 65% in size
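Using HEPG2 CAGA-GFP reporter cells at 1000 cells/well, we pinned test compounds, stimulated with recombinant TGF-beta (500 pg/mL final) and measured total well GFP after 18 h.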
HepG2 viability: qHTS for Inhibitors of TGF-b: Cytotox Counterscreen; HepG2 CAGA-GFP viability, ATP luminescence, 18 h; Potency, µM (highest dose often 46.1 µM), for the others: top-dose activity change, negative = cytotoxicity, most hits filed as cytotoxic; hit rate 0.76% among 410,000; AID 588856, 2011; note: potency is the fitted concentration of half-maximal effect; some results filed as inactive show a strong effect at the top dose
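HepG2 CAGA-GFP cells (1000/well, DMEM with 1% FBS) received compound, then TGF-beta at 500 pg/mL final, and were incubated 18 hours at 37 degrees C. Viability was read by CellTiter-Glo luminescence. Media-only wells were set as complete cell-killing and DMSO as no toxicity.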
ATXN viability: Viability Counterscreen for Primary qHTS for Inhibitors of ATXN expression; Potency, µM (highest dose often 56.7 µM), usual class: cytotoxic; S2 cells (HEK-293 line with an ATXN2-luciferase reporter) viability, CellTiter-Fluor protease fluorescence, 24 h; hit rate 0.49% among 400,000; note: potency is the fitted concentration of half-maximal effect; nearly all actives have a fitted effect of over 40% in size
Mm-Cpn inhibitor: Inhibitors of TCP-1 ring complex (TRiC) of Methanococcus maripaludis (MmCpn): qHTS. Potency, µM (series often up to 76.9 µM), inactives show at the top dose activity, negative = inhibition, most hits filed as inhibitors. hit rate 0.031% among 330,000. purified Mm-Cpn ATPase, ADP Transcreener TR-FRET; note: potency is the fitted concentration of half-maximal effect; % is set by controls: 0 for no effect and ±100 for the full control effect; nearly all actives have a fitted effect of over 80% in size
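25 nM Mm-CPN + cpd, 10 min 37°C; + 10 uM ATP, 30 min 37°C; buffer 30 mM Tris pH 7.4, 100 mM KCl, 5 mM MgCl2, 1 mM DTT; Transcreener ADP HTRF detection 30 min RT.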
CCT modulator: High-Throughput Screening for Modulators of Cytosolic Chaperonin Activity. purified chaperonin ATPase assay, HTRF ADP detection, 30 min. activity change, % (no concentration beside the values), hits read low. hit rate 0.3% among 360,000; in the data active = activity change below about -30%; note: % is set by controls: 0 for no effect and ±100 for the full control effect
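TRiC at 40 or 20 nM final (batch-dependent) in 30 mM Tris pH 7.4, 100 mM KCl, 5 mM MgCl2, 1 mM DTT, with compound at single 76 uM and 10 uM ATP, 30 min at 37 deg C. ADP detected by HTRF Transcreener, 665/615 ratio.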
Nrf2 activator: qHTS of Nrf2 Activators; AREc32 ARE-luciferase reporter (MCF7-derived line), luminescence, 24 h; hit rate 0.31% among 410,000; Potency, µM (series often up to 46.1 µM), for inactives: at the highest dose activation, actives largely listed as activators; note: potency is the fitted concentration of half-maximal effect; % of control where 0% means no effect; nearly all actives have a fitted effect of over 65% in size
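AREc32 cells carrying an ARE-driven firefly luciferase, 1000 cells/well in OPTI-MEM with 5% FBS, dosed after overnight attachment and incubated 24 hr at 37 deg C. Steady-Glo luminescence read after 30 min at RT.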
Nrf2 block: Nrf2 qHTS screen for inhibitors; A549 ARE-Fluc reporter, luciferase luminescence, 18-24 h; Potency, µM (doses to about 46 µM), for the others: at the highest dose activity change, negative = inhibition, actives largely listed as inhibitors; hit rate 2.1% among 360,000; AID 504444, 2011; note: potency is the fitted concentration of half-maximal effect; % is set by controls: 0 for no effect and ±100 for the full control effect; nearly all actives have a fitted effect of over 60% in size
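A549 ARE_Fluc cells, 5000/well, 5% FBS OPTI-MEM; compounds in dose-response, 18-24 h at 37 °C/5% CO2; CellTiter-Fluor viability read (Ex 405/Em 525), then BugLite luciferase luminescence = Nrf2 activity.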
The depositor's hits bear a star; i = inactive; ? = inconclusive; nt = not tested or not shown; & = joins results of further samples; [ ] = remark or other dose. Unless noted, calls come from the whole dose curve; as a rule, active = well fitted curve in the direction sought with a large enough effect; inconclusive = small, poorly fitted or top-dose-only effect, or another doubt; inactive = no such curve, though single readings can be large; an effect the other way counts as inactive or inconclusive.

smiles	pAkt inh	A549 tox	TGFb SMAD3 inh	HepG2 viability	ATXN viability	Mm-Cpn inhibitor	CCT modulator	Nrf2 activator	Nrf2 block
COc1ccc(NC(=O)c2ncoc2-c2ccco2)cc1Cl	nt	4%	-3%	-9%	i	nt	nt	5.2%	nt
CC(=O)N1CN(C2CCS(=O)(=O)C2)Cc2c1sc1c2CCCC1 (stereo unspecified)	i	-2%	1%	1%	i	-1%	2.2	0.2%	27%
N#Cc1nc(/C=C/c2ccccc2)oc1NCCCN1CCOCC1	i	2%	-7%	11%	nt	-11%	0.6	4.7%	18%
CCC(=O)c1ccc(OCC(=O)OCC(=O)N2c3ccccc3CC2C)cc1 (stereo unspecified)	i	14%	-12%	-7%	i	1%	-0.9	-0.8%	5%
CC(C)CC(=O)Nc1nc(=S)ss1	i	-16%	4%	-54%	i	-2%	-1.1	0.0%	nt
CC[C@@]1(C(=O)OC)N[C@H](CN(C)C(=O)Nc2ccc(F)cc2)[C@@H]2C(=O)N(C)C(=O)[C@@H]21	i	3%	0%	-5%	i	1%	-1.0	-0.6%	4%
CC(=O)NCCNC(=O)C1(C)Cc2c(-c3ccccc3)ccnc2O1 (stereo unspecified)	i	nt	5%	-7%	i	nt	-2.8	-0.3%	nt
O=C(NN1CCOCC1)c1ccc([N+](=O)[O-])cc1	i	-7%	-2%	2%	i	-1%	-3.8	-0.4%	-16%
Cc1ccccc1-n1c(SCC(=O)c2c(N)n(C)c(=O)n(C)c2=O)nnc1-c1cccnc1	i	-5%	11%	5%	i	-1%	-1.6	-0.3%	-7%
CCOc1ccc(CN(CCc2ccc3c(c2)OCO3)Cc2cc(OC)cc(OC)c2)cc1	nt	2%	-13%	-26%	nt	nt	nt	0.8%	20%

(continued)
smiles	pAkt inh	A549 tox	TGFb SMAD3 inh	HepG2 viability	ATXN viability	Mm-Cpn inhibitor	CCT modulator	Nrf2 activator	Nrf2 block
CC1CCN(Cc2c(O)ccc3c(=O)c(-c4ccc(Cl)cc4)c(C(F)(F)F)oc23)CC1	nt	-2%	6%	6%	i	nt	nt	-1.0%	1%
Cc1cc(C)c(C(=O)COC(=O)c2ccc(NC(=O)CC#N)cc2)cc1C	i	3%	5%	-8%	i	-10%	-0.7	2.7%	?
CN(C)CCN1CCN(C2CN(Cc3cn(Cc4ccc(C(F)(F)F)cc4)nn3)S(=O)(=O)C2)CC1 (stereo unspecified)	i	nt	nt	nt	i	nt	-1.2	-0.5%	nt
C=C1CN(CC(=O)OC)S(=O)(=O)c2ccccc21	i	1%&11%	?	-12%&-34%	i	-1%	0.9	5.2%	7%&13%
O=[N+]([O-])c1ccc(-c2nnc(-c3ccccc3)c(N3CCOCC3)n2)cc1	i	?	-7%	5%	i	1%	-0.4	0.8%	17%
O=C(O)c1cc2n(n1)C(C(F)(F)F)CC(c1ccccc1)N2 (stereo unspecified)	nt	-1%	?	0%	i	0%	2.3	-0.4%	?
COCCn1c(-c2ccccc2)nc2ccccc21	i	4%	-2%	-5%	i	0%	-1.2	2.7%	0%
CCOC(=O)c1nc2sc3c(c2c(=O)[nH]1)CCC(C)C3 (stereo unspecified)	i	11%	-8%	-20%	i	1%	0.8	-1.1%	11%
COc1cc(/C=N/N=C/c2c[nH]c(=O)c(C#N)c2Nc2ccccc2)ccc1O	i	2%	4%	-6%	i	1%	-0.6	-0.4%	2%
CCOC(=O)[C@@H]1[C@H]2COc3ccc(Br)cc3[C@@H]2N2C(=O)N(c3ccc(C(F)(F)F)cc3)C(=O)[C@@]12C	i	1%	-1%	-3%	i	0%	1.5	3.5%	-4%

Next section:
smiles	pAkt inh	A549 tox	TGFb SMAD3 inh	HepG2 viability	ATXN viability	Mm-Cpn inhibitor	CCT modulator	Nrf2 activator	Nrf2 block
CCCOc1ccc(F)cc1-c1cc(C(=O)NCc2ccccc2OC)[nH]n1	i	nt	5%	-24%	?	nt	1.3	0.9%	nt
Cc1[nH][nH]c(=O)c1C(c1ccc(-c2ccc(Cl)c(Cl)c2)o1)c1c(C)[nH][nH]c1=O	i	-4%	?	-35%	?	-4%	-3.4	?	-24%
Cn1c(=O)c2cc(NC(=O)NCCc3ccccc3)ccc2n1Cc1ccc(F)cc1	i	nt	-25%	-21%	i	nt	-0.5	0.2%[9.22 µM]	nt
COc1cccc(C2C(C(=O)c3ccc(C)o3)=C(O)C(=O)N2c2cc(C)on2)c1 (stereo unspecified)	i	-24%	5%	0%	i	-15%	-2.9	0.1%	12%
O=C(NCCCN1CCCC1)c1ccc2c(c1)N(Cc1ccccc1F)C(=O)c1ccccc1S2=O (stereo unspecified)	i	11%	13%	-25%	i	-6%	-1.0	2.2%	-3%
COc1c(OC(C)=O)ccc(/C=C/c2ccc3cccc(OCc4ccccc4)c3n2)c1[N+](=O)[O-]	i	2%	?	-8%	?	1%	0.7	3.5%	7%
COC(=O)/C=C1/SC(=Nc2ccc(Cl)c(Cl)c2)NC1=O	i	0%	0%	-35%	i	1%	-0.8	2.6%	-11%
O=C(C[n+]1cc(-c2ccc(Cl)c(Cl)c2)n2c1CCC2)c1cccs1	i	1%	2%	-34%	i	-5%	-4.2	0.8%	-23%
O=C(CSc1nnc(-c2csc3c2CCCC3)o1)Nc1ccccc1	i	4%	19%	11%	i	1%	-0.7	-0.4%	?
CCn1c2ccccc2c2cc(NC(=O)Cc3ccc(S(=O)(=O)N4CCOCC4)s3)ccc21	i	-11%	8%	-33%	i	0%	-0.7	-0.1%	?

The results go on:
smiles	pAkt inh	A549 tox	TGFb SMAD3 inh	HepG2 viability	ATXN viability	Mm-Cpn inhibitor	CCT modulator	Nrf2 activator	Nrf2 block
COc1cc(OC)cc(C(=O)Nc2nc(CC(=O)NCc3ccccc3OC)cs2)c1	i	1%	-23%	-27%	i	-7%	-2.8	0.0%	?
CC1CCCCC1NC(=O)c1nnc(Cc2ccc(Cl)cc2)o1 (stereo unspecified)	i	1%	3%	5%	i	0%	-0.7	-0.5%	5%
Cc1ccccc1OCC(O)CN1C(=O)c2ccccc2C1=O (stereo unspecified)	i	0%	-22%	1%	i	2%	-0.6	0.3%	?
CN1CCN(C(=O)c2ccc(CS(=O)Cc3ccc(Cl)cc3)o2)CC1 (stereo unspecified)	i	8%	-2%	-1%	i	-1%	-3.4	-0.2%	2%
CCOC(=O)CSc1ccc(S(=O)(=O)N2CCC(C)CC2)cc1[N+](=O)[O-]	i	4%	2%	-5%	i	3%	-6.6	-0.7%	5%
CCCSCCCNC(=O)c1sc2nc(C)cc(C)c2c1-n1cccc1	nt	1%	-7%	-12%	i	nt	nt	-0.3%	-7%
Cn1c(CO)cnc1SCC(=O)c1ccc(Br)cc1	i	0%	?	-28%	i	-1%	-4.3	5.7%	13%
C=CCC1(CC=C)CCCN1Cc1nc(COc2ccccc2)no1	i	-17%	-3%	0%	i	-1%	0.5	0.2%	-13%
Cc1oc2c(CN3CCCC3)c(O)ccc2c(=O)c1-c1ccc(Br)cc1	i	-5%	1%	-19%	i	-3%	0.0	-0.7%	-15%
Cc1ccc(-n2c(=S)sc3c(=O)n(-c4ccc(F)cc4)c(SCC(=O)O)nc32)cc1C	i	2%	0%	-5%	i	-1%	0.7	-1.2%	-4%

Sorted by SMILES length (lowest first): some entries from above
smiles	pAkt inh	A549 tox	TGFb SMAD3 inh	HepG2 viability	ATXN viability	Mm-Cpn inhibitor	CCT modulator	Nrf2 activator	Nrf2 block
Cc1ccccc1OCC(O)CN1C(=O)c2ccccc2C1=O (stereo unspecified)	i	0%	-22%	1%	i	2%	-0.6	0.3%	?
CC1CCCCC1NC(=O)c1nnc(Cc2ccc(Cl)cc2)o1 (stereo unspecified)	i	1%	3%	5%	i	0%	-0.7	-0.5%	5%
CCCSCCCNC(=O)c1sc2nc(C)cc(C)c2c1-n1cccc1	nt	1%	-7%	-12%	i	nt	nt	-0.3%	-7%
CN1CCN(C(=O)c2ccc(CS(=O)Cc3ccc(Cl)cc3)o2)CC1 (stereo unspecified)	i	8%	-2%	-1%	i	-1%	-3.4	-0.2%	2%
Cc1oc2c(CN3CCCC3)c(O)ccc2c(=O)c1-c1ccc(Br)cc1	i	-5%	1%	-19%	i	-3%	0.0	-0.7%	-15%
COc1cc(OC)cc(C(=O)Nc2nc(CC(=O)NCc3ccccc3OC)cs2)c1	i	1%	-23%	-27%	i	-7%	-2.8	0.0%	?
Cc1ccc(-n2c(=S)sc3c(=O)n(-c4ccc(F)cc4)c(SCC(=O)O)nc32)cc1C	i	2%	0%	-5%	i	-1%	0.7	-1.2%	-4%

Going on with the list.
smiles	pAkt inh	A549 tox	TGFb SMAD3 inh	HepG2 viability	ATXN viability	Mm-Cpn inhibitor	CCT modulator	Nrf2 activator	Nrf2 block
CCOC(=O)/C(C#N)=C/c1ccc(-c2ccsc2C(=O)OC)o1	i	nt	-8%	-23%	i	-2%	-1.7	4.4%	-16%
CCC1CCCCN1CCCNC(=O)c1c(O)nc2c(C)cccn2c1=O (stereo unspecified)	i	1%&4%	11%&1%	8%&5%	i	-1%	0.3	1.4%&-0.1%	8%&3%
CN(Cc1nc(Cc2cccc(F)c2)no1)CC1CCOCC1	i	1%	12%	1%	i	-1%	-7.6	-0.4%	-2%
CCNC(=O)C1(C)CCCN(CCOc2ccc(Cl)cc2)C1 (stereo unspecified)	i	nt	6%	-7%	i	nt	1.0	-0.1%	nt
CN(Cc1ccon1)Cc1cn[nH]c1-c1ccc(-c2ccccc2)cc1	i	-4%	-19%	-1%	i	2%	-2.6	0.9%	?
CCOC(=O)c1cc2c(=O)n3ccccc3nc2n(Cc2ccccc2)c1=N	i	1%	1%	-4%	nt	1%	0.1	-0.2%	?
